# AmpC no deterg – blocks E. coli AmpC beta-lactamase in detergent-free assay; hit rate 0.52% among 330,000; AmpC nitrocefin hydrolysis, absorbance 480 nm, 0.0001% Triton; Potency, µM (doses to about 57.1 µM), for the others: top-dose activity change, negative = inhibition, actives largely listed as inhibitors;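 further: potency means the concentration at half of the fitted maximal effect; plate controls were no compound for no effect and no enzyme for full effect; nearly all actives have a fitted effect of over 20% in size; some results filed as inactive show a strong effect at the top dose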
# Target sequence (P00811 whole entry, looked up): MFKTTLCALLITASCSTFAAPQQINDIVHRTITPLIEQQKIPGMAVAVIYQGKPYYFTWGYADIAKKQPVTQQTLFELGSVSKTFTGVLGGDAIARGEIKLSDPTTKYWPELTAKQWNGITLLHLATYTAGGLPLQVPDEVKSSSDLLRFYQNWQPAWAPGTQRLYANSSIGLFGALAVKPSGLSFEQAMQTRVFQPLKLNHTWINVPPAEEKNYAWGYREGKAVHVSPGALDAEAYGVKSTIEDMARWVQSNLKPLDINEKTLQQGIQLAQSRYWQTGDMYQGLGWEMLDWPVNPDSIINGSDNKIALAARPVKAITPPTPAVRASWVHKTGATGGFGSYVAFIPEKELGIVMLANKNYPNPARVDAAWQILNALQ
#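 20 mM phosphate pH 7.0 + 0.01% (detergent screen) or 0.0001% Triton X-100; 5.3 nM AmpC reagent; cpd preinc 15 min RT; nitrocefin (800 uM stock) to start; A480 q20 s × 4 min; Activity was normalised to no-enzyme and no-compound control wells.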
# AmpC detergent – blocks E. coli AmpC beta-lactamase in detergent assay; AmpC hydrolysis of nitrocefin, absorbance 480 nm, 0.01% Triton; AID 485294; hit rate 0.041% among 370,000; P00811; Potency, µM (titrated, usually from 114 µM), inactives show at the top dose activity change, negative = inhibition, actives largely listed as inhibitors;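 further: potency means the concentration at half of the fitted maximal effect; 0% = no-compound wells and -100% = no-enzyme wells; nearly all actives have a fitted effect of over 25% in size; some results filed as inactive show a strong effect at the top dose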
#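 20 mM phosphate pH 7.0 + 0.01% (detergent screen) or 0.0001% Triton X-100; 5.3 nM AmpC reagent; cpd preinc 15 min RT; nitrocefin (800 uM stock) to start; A480 q20 s × 4 min; Activity was normalised to no-enzyme and no-compound control wells.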
# LmPK inhibitor – blocks Leishmania mexicana pyruvate kinase activity. Q27686. purified LmPK, Kinase-Glo ATP luminescence, 1 h. Potency, µM (doses to about 57.5 µM), for the others: at the top dose activity change, negative = inhibition, hits mostly inhibitors. hit rate 0.37% among 290,000. AID 1721; further: potency means the concentration at half of the fitted maximal effect
# Target sequence (Q27686 whole entry, looked up): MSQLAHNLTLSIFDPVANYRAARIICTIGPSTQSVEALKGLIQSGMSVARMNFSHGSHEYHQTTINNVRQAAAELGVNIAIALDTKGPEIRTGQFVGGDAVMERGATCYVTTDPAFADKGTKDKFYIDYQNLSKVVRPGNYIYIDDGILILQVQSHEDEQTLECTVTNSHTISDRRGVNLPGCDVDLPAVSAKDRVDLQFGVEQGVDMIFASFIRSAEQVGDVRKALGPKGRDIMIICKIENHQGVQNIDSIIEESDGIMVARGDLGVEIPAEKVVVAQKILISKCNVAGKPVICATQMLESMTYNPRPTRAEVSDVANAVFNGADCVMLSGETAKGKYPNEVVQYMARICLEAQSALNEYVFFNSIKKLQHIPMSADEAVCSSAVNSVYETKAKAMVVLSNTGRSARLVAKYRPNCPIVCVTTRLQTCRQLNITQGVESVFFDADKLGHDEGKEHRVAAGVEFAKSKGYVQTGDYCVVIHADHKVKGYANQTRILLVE
#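 Pyruvate kinase activity monitored as ATP production (luciferase luminescence). Conditions: 0.1 nM enzyme, 0.5 mM PEP, 0.1 mM ADP, 1 h, RT; normalized against uninhibited and no-enzyme wells.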
# TbPYK inhibitor – T. brucei pyruvate kinase inhibition; Q57TT1; TbPYK enzyme, Kinase-Glo Plus ATP luminescence, 45 min; Potency, µM (titrated, usually from 76.8 µM), inactives show at the highest dose activity, negative = inhibition, hits mostly inhibitors; hit rate 0.12% among 410,000; AID 624173; further: potency means the concentration at half of the fitted maximal effect; nearly all actives have a fitted effect of over 50% in size
#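 T. brucei PYK with substrate was exposed to pin-transferred compounds across a concentration series, then started with 130 uM ADP (final). After 45 min at room temperature, Kinase-Glo Plus luminescence was read, normalized and curve-fitted.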
# AMA1-RON2 inh – disrupts binding of P. falciparum AMA1 to RON2; AID 720542; AlphaScreen AMA1-biotinylated RON2 peptide binding; hit rate 0.2% among 360,000; Potency, µM (doses to about 58.2 µM), inactives show top-dose activity change, negative = inhibition, actives largely listed as inhibitors;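 further: potency means the concentration at half of the fitted maximal effect; 0% = vehicle wells and -100% = peptide control; nearly all actives have a fitted effect of over 45% in size; some results filed as inactive show a strong effect at the top dose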
#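 AMA1 (3D7) with his tag at 25 nM final met compounds first, then biotinylated RON2 peptide at 25 nM; detection used donor plus acceptor beads, 10 µg/mL apiece, read by AlphaScreen after 30 min at room temperature.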
# HCMV antiviral – inhibitors of human cytomegalovirus; HFF cells, HCMV-luciferase reporter, 72 h; hits give low values; hit rate 4.5% among 410,000; activity change, negative = inhibition, % at 57.5 µM; in the data active means activity change below about -60%; inconclusive means no clear call, values can overlap the other calls; inactive means above about -39%
#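 Two-dose cell screen: HFF monolayers treated with compounds and infected with luciferase-expressing HCMV at 1 PFU/cell, 72 h at 37C, then lysed for luciferase measurement.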
# HCV inhibitor – HCV inhibition; AID 651820; Potency, µM (highest dose often 41.8 µM), for the others: at the highest dose activity change, negative = inhibition, actives largely listed as inhibitors; Huh7.5.1 HCVcc-Cre infection, luciferase reporter, 44 h; hit rate 3.4% among 340,000; further: potency means the concentration at half of the fitted maximal effect
#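 HCVcc-Cre virus at an moi near 0.5 was added right after compound to cells cultured 4 h from seeding (1,000 cells/well). Luciferase activity was determined 44 h later, 15 min after substrate addition at RT.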
# Starred values were filed as active, the others as inactive; ? = inconclusive; . = not tested or not shown; [ ] = dose if it differs, or a comment. Unless noted, the call rests on the fitted dose curve; in most records, active means well fitted curve in the direction sought with a large enough effect; inconclusive means small, poorly fitted or top-dose-only effect, or another doubt; inactive means no such curve, though single readings can be large; an effect the other way counts as inactive or inconclusive. Unless noted, on the % scale 0 is the no-effect control and ±100 the full control effect.
item	Molecule	AmpC no deterg	AmpC detergent	LmPK inhibitor	TbPYK inhibitor	AMA1-RON2 inh	HCMV antiviral	HCV inhibitor
1	CCCCn1c(-c2nonc2NC(=O)c2ccccc2Cl)nc2ccccc21	.	.	.	-9%	-5%	-77*	2%
2	O=C(NC1CCCCC1)C(CCc1ccccc1)N1CCc2ccccc2C1 (stereo not drawn)	.	.	.	5%	-2%	-14	.
3	CC(C)c1ccc2nc(SCC(=O)NCC3CCCO3)c(C#N)cc2c1 (stereo not drawn)	39%	?	0%	0%	5%	107	?
4	CCCCOc1ccc(NC(=O)[C@@H]2CCCN2C(=O)C2CCN(S(=O)(=O)c3ccc(C)cc3)CC2)cc1	71%[activator]	-8%	3%	-8%	0%	-15	-7%
5	COc1ccc(S(=O)(=O)N2CCCCC2)cc1NC(=O)C1CC1	-1%	0%	.	2%	-3%	-14	-4%
6	CN(CC(=O)Nc1ccc(Cl)cc1)C(=O)c1cccc(S(=O)(=O)N(C)C)c1	-9%	-12%	-1%	-3%	6%	-10	21%
7	Cc1cc(-n2c(C)cc(C(=O)COc3ccc(Cl)cc3C(N)=O)c2C)no1	-31%	.	.	-4%	7%	?	?
8	Cc1ccc(S(=O)(=O)Nc2ccc(-c3nc4cc(NS(=O)(=O)c5ccc(C)cc5)ccc4o3)cc2)cc1	-58%	?	2%	.	.	.	.
9	OCCC1CN(Cc2nc3ccccc3s2)CCN1C1CCCC1 (stereo not drawn)	0%	-3%	-8%	0%	6%	27	14%
10	COc1cccc(CN(C)CC(=O)Nc2ccccc2C(=O)Nc2ccccc2)c1OC	0%	-8%	5%	-3%	58%[activator]	-8	?
11	Cc1cc(NC(=O)C(C)SCC(=O)Nc2cccc(S(=O)(=O)N3CCCCCC3)c2)no1 (stereo not drawn)	.	.	.	-1%	27%	-103*	?
12	CCN(CC)S(=O)(=O)c1ccc2c(c1)[nH]c(=S)n2CC	-37%	-9%	5%	-27%	90%[activator]	47	16%
13	COc1ccc(C(=O)N2CCN(c3ncccn3)CC2)cc1	-13%	-1%	-5%	-4%	9%	.	0%
14	O=C(COC(=O)C1=COCCO1)Nc1ccc2c(c1)OCO2	-3%	?	13%	0%	9%	44	9%
15	Cc1ccsc1CCNC(=O)C1CCC(=O)N(CCc2cccc(F)c2)C1 (stereo not drawn)	87%[activator]	-6%	-3%	6%	1%	75	12%
16	Cc1nnc(NC(=O)CC(NC(=O)C(F)(F)F)c2ccccc2)s1 (stereo not drawn)	2%	-14%	-3%	-8%	-1%	44	6%
17	CC(C)C[C@H](NC(=O)[C@@H]1Cc2c([nH]c3ccccc23)C2c3ccccc3C(=O)N21)C(=O)N1CCC[C@@H]1C(=O)O (stereo partly drawn)	-15%	?	-1%	2%	14%	40	-61%
18	O=c1nc(SCc2ccc(Cl)cc2)nc(-c2ccccc2)[nH]1	-40%	-8%	2%	1%	-5%	-26	33%[activator]
19	Cc1ccccc1Nc1nc(N)c(C(=O)c2ccccc2Cl)s1	.	?	.	-6%	.	-69*	.
20	CCCCOC(=O)Nc1sc2c(c1C(=O)OC)CCC2	-11%	?	-7%	-8%	10%	-17	-25%
21	COCCN(C(=O)CCC(=O)Nc1ccccn1)C(C(=O)NCCC(C)C)c1ccc(F)cc1 (stereo not drawn)	39%	-14%	6%	-3%	2%	-5	4%
22	O=C(CSc1ccccc1)NCc1ccc2c(c1)CCN2C(=O)c1ccc(Cl)cc1	.	0%	.	0%	.	-16	.
23	CC(/C=N/NC(=O)c1ccccc1F)=C\c1ccccc1	-25%	-12%	-2%	8%	-14%	54	-23%
24	O=S(=O)(NC1CCCC1)OCC(Cl)(Cl)Cl	-21%	-12%	-18%	1%	4%	-63*	0.32µM*
25	CC(=O)Nc1ccccc1-c1nc2cc(C#N)c(C#N)cc2[nH]c1=O	-12%	-17%	-1%	-10%	-5%	1	?
26	Cc1nn(C)c(N)c1-c1ccccc1	-10%	7%	-1%	-4%	-5%	-24	7%
27	CCCNC(=O)C1(C)CCN(C(=O)c2cccnc2Oc2ccccc2)C1 (stereo not drawn)	.	.	.	0%	24%	5	.
28	CCOC(=O)N1C(=O)NC(=O)C1c1ccc(OC)cc1 (stereo not drawn)	.	.	.	-2%	7%	35	26%
29	CCNC(=S)N(CCc1c(C)[nH]c2ccc(C)cc12)Cc1cc(OC)c(OC)c(OC)c1	106%[activator]	?	-4%	1%	-26%	30	?
30	CCCCS(=O)(=O)N1CCCC(C(=O)Nc2ccc3c(c2)CCC3)C1 (stereo not drawn)	-14%	-4%	-8%	0%	2%	4	0%
31	Cc1ccc(C(=O)CSc2nnc(C3CC3)n2C2CC2)s1	-11%	0%	.	2%	0%	-4	14%
32	C=C1CN(CC(=O)OC)S(=O)(=O)c2ccccc21	-18%	-6%	6%	3%	0%	9	0%[8.37 µM]
33	CN(C)CCN1CCN(C2CN(Cc3cn(Cc4ccc(C(F)(F)F)cc4)nn3)S(=O)(=O)C2)CC1 (stereo not drawn)	.	.	.	-2%	9%	-38	.
34	O=[N+]([O-])c1ccc(-c2nnc(-c3ccccc3)c(N3CCOCC3)n2)cc1	-11%	0%	2%	5%	-5%	-38	?
35	COCCn1c(-c2ccccc2)nc2ccccc21	10%	-14%	0%	24%	22%	23	3%
36	O=C(O)c1cc2n(n1)C(C(F)(F)F)CC(c1ccccc1)N2 (stereo not drawn)	-13%	-10%	2%	9%	1%	-9	19%
37	COc1cc(/C=N/N=C/c2c[nH]c(=O)c(C#N)c2Nc2ccccc2)ccc1O	-24%	?	2%	-3%	-6%	.	3%
38	CCOC(=O)c1nc2sc3c(c2c(=O)[nH]1)CCC(C)C3 (stereo not drawn)	-11%	-7%	2%	5%	53%[activator]	10	5%
39	CCN(CC)c1ccc2c(cc1=O)[C@@H](NC)CCc1cc(OC)c(OC)c(OC)c1-2	110%[activator]	-4%	-1%	-13%	-7%	-92*	0%
40	CCCOc1ccc(F)cc1-c1cc(C(=O)NCc2ccccc2OC)[nH]n1	.	.	.	0%	13%	-11	.
41	CCOC(=O)[C@@H]1[C@H]2COc3ccc(Br)cc3[C@@H]2N2C(=O)N(c3ccc(C(F)(F)F)cc3)C(=O)[C@@]12C	-6%	?	-5%	-3%	-4%	-24	-15%
42	Cc1[nH][nH]c(=O)c1C(c1ccc(-c2ccc(Cl)c(Cl)c2)o1)c1c(C)[nH][nH]c1=O	-42%	5%	-1%	-11%	68%[activator]	?	3%
43	O=C(NN1CCOCC1)c1ccc([N+](=O)[O-])cc1	-35%	?	-13%	3%	4%	18	16%
44	Cc1ccccc1-n1c(SCC(=O)c2c(N)n(C)c(=O)n(C)c2=O)nnc1-c1cccnc1	-35%	-7%	-2%	-8%	-14%	-26	8%
45	CCOc1ccc(CN(CCc2ccc3c(c2)OCO3)Cc2cc(OC)cc(OC)c2)cc1	.	8%	.	12%	.	19	.
46	CC1CCN(Cc2c(O)ccc3c(=O)c(-c4ccc(Cl)cc4)c(C(F)(F)F)oc23)CC1	.	18%	.	-2%	.	2	.
47	Cc1cc(C)c(C(=O)COC(=O)c2ccc(NC(=O)CC#N)cc2)cc1C	6.3µM*	11%	2%	-7%	4%	-24	?
48	O=C(CSc1nnc(-c2csc3c2CCCC3)o1)Nc1ccccc1	-19%	?	7%	-7%	56%[activator]	76	-2%
49	O=C(O)CCc1cc(I)c(Oc2ccc(O)c(I)c2)c(I)c1	-38%	-4%	3%	.	.	.	.
50	CCn1c2ccccc2c2cc(NC(=O)Cc3ccc(S(=O)(=O)N4CCOCC4)s3)ccc21	-23%	?	-10%	-5%	-5%	-11	?

# Among those listed so far, two contain a nitro group on carbon.
item	Molecule	AmpC no deterg	AmpC detergent	LmPK inhibitor	TbPYK inhibitor	AMA1-RON2 inh	HCMV antiviral	HCV inhibitor
34	O=[N+]([O-])c1ccc(-c2nnc(-c3ccccc3)c(N3CCOCC3)n2)cc1	-11%	0%	2%	5%	-5%	-38	?
43	O=C(NN1CCOCC1)c1ccc([N+](=O)[O-])cc1	-35%	?	-13%	3%	4%	18	16%

# Following part
item	Molecule	AmpC no deterg	AmpC detergent	LmPK inhibitor	TbPYK inhibitor	AMA1-RON2 inh	HCMV antiviral	HCV inhibitor
51	CC1CCCCC1NC(=O)c1nnc(Cc2ccc(Cl)cc2)o1 (stereo not drawn)	0%	?	0%	-1%	14%	35	0%[8.37 µM]
52	COc1cc(OC)cc(C(=O)Nc2nc(CC(=O)NCc3ccccc3OC)cs2)c1	-8%	?	.	-3%	?	-11	?
53	CCOC(=O)CSc1ccc(S(=O)(=O)N2CCC(C)CC2)cc1[N+](=O)[O-]	-2%	-4%	1%	-7%	-3%	4	8%
54	CN1CCN(C(=O)c2ccc(CS(=O)Cc3ccc(Cl)cc3)o2)CC1 (stereo not drawn)	-8%	-3%	0%	7%	11%	6	15%
55	Cc1ccccc1OCC(O)CN1C(=O)c2ccccc2C1=O (stereo not drawn)	-6%	5%	-1%	2%	-2%	-23	11%
56	CCCSCCCNC(=O)c1sc2nc(C)cc(C)c2c1-n1cccc1	.	-9%	.	-5%	.	14	.
57	Cn1c(=O)c2cc(NC(=O)NCCc3ccccc3)ccc2n1Cc1ccc(F)cc1	.	.	.	-4%	20%	?	.
58	O=C(NCCCN1CCCC1)c1ccc2c(c1)N(Cc1ccccc1F)C(=O)c1ccccc1S2=O (stereo not drawn)	146%[activator]	-6%	4%	-16%	3%	-33	-26%
59	COc1cccc(C2C(C(=O)c3ccc(C)o3)=C(O)C(=O)N2c2cc(C)on2)c1 (stereo not drawn)	-26%	0%	10%	7%	-4%	0	12%
60	COc1c(OC(C)=O)ccc(/C=C/c2ccc3cccc(OCc4ccccc4)c3n2)c1[N+](=O)[O-]	-34%	-13%	2%	3%	-10%	12	7.1µM*
61	COC(=O)/C=C1/SC(=Nc2ccc(Cl)c(Cl)c2)NC1=O	-29%	6%	2%	-12%	-9%	-5	12%
62	O=C(C[n+]1cc(-c2ccc(Cl)c(Cl)c2)n2c1CCC2)c1cccs1	27%	4%	0%	-1%	-16%	-38	-8%
63	CCCC(=O)OCC(=O)Nc1ccc(N=Nc2ccccc2)cc1	-15%	?	1%	3%	2%	113	16%
64	Cn1c(=O)cc(SCC(=O)NCC2CCCO2)c2ccccc21 (stereo not drawn)	0%	-2%	5%	-13%	-13%	71	9%
65	COc1ccc(CC(=O)NCC2CCCN(Cc3ccccc3Cl)C2)cc1 (stereo not drawn)	-6%	?	-4%	4%	-2%	-38	-2%
66	O=S(=O)(c1ccccc1)N1CCCCC1CCc1ccccc1 (stereo not drawn)	.	.	.	8%	12%	0	-4%
